IDH1 R132H inh: blocks human IDH1 R132H reductase activity; O75874; actives 0.18% (n = 70,000); inhibition, % at 10 µM; diaphorase/resazurin fluorescence, 60 min; in the data active = inhibition above about 34%;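 also: 0% = DMSO and 100% = no enzyme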
PRC2 inh: EZH2 (human) methyltransferase inhibition | actives 0.35% (n = 57,000) | PRC2 H3K27 methylation, DELFIA TRF, 1 h | AID 651548 | inhibition, % at 12.5 µM;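 active = mean inhibition of replicates at least 50% and every single replicate also reaching 50%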;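 also: dimethyl H3K27 on biotinylated H3 21-44 peptide detected by antibody; plate controls were median neutral control wells for no effect and median positive control wells for full effect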
Target sequence (Q15910 whole entry, looked up): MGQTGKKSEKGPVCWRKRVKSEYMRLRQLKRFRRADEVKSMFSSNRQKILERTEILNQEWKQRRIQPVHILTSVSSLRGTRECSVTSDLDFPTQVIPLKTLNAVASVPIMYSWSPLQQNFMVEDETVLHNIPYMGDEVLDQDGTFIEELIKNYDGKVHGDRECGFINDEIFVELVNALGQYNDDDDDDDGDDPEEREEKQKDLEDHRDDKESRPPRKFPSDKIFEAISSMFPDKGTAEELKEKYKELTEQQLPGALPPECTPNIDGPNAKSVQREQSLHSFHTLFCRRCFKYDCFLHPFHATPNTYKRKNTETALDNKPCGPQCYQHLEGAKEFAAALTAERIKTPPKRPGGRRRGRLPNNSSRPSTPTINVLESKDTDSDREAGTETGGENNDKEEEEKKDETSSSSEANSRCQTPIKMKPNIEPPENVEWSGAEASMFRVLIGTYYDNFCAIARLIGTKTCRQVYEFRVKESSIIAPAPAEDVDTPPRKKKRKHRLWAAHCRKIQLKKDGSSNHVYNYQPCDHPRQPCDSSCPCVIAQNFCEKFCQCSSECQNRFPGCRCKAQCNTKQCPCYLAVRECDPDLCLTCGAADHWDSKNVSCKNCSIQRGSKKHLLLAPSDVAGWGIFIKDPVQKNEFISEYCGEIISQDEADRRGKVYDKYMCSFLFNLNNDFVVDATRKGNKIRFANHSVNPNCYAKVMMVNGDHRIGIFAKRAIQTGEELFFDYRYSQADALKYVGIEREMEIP
The depositor's hits bear a star; . = no result given; & = joins results of further samples. An excerpt; the hit share may differ from the screen's.

molecule	IDH1 R132H inh	PRC2 inh
CO[C@H]1CN(C)C(=O)c2cc(NC(=O)Nc3ccccc3F)ccc2OC[C@@H](C)NC[C@@H]1C	-0.1	-14
CNc1nc(SC(C)C(=O)OC)nc(N2CCOCC2)n1 (centres undefined)	0.0	-24
C[C@H](CO)N1C[C@H](C)[C@@H](CN(C)C(=O)Nc2ccccc2)Oc2c(NS(=O)(=O)c3ccc(Cl)cc3)cccc2C1=O	.	1
O=C(CCCCCCC(=O)Nc1ccccc1O)N/N=C/c1cccnc1Br	.	-28
COc1ccc(OC)c(S(=O)(=O)ON2C(=O)c3ccccc3C2=O)c1	-0.5	.
C[C@H]1CN([C@@H](C)CO)C(=O)c2cc(NC(=O)NC3CCCCC3)ccc2O[C@H]1CN(C)Cc1ccncc1	3.5	3
CC(C)NC(=O)N[C@@H]1CC[C@@H](CCNC(=O)C2CCC2)O[C@@H]1CO	0.2	-3
C[C@H]1CN([C@@H](C)CO)C(=O)c2cc(NC(=O)Cn3cnnn3)ccc2O[C@H]1CN(C)Cc1ccc(C(=O)O)cc1	2.2	.
CCC(=O)Nc1ccc2c(c1)OC[C@@H](C)N(C(=O)c1ccccc1F)C[C@H](C)[C@@H](OC)CN(C)C2=O	0.4	-1
COc1ccc(CNC(=O)C[C@H]2C[C@H]3c4cc(NS(=O)(=O)c5ccc(F)cc5)ccc4O[C@H]3[C@@H](CO)O2)cc1	-1.2	3
Cc1noc(C)c1NC(=O)Nc1cccc2c1O[C@H](CN(C)C(=O)Nc1ccc(F)cc1)[C@@H](C)CN([C@H](C)CO)C2=O	2.6	.
C[C@H](CO)N1C[C@H](C)[C@H](CN(C)C(=O)Nc2ccccc2)Oc2ccc(NC(=O)C3CCCCC3)cc2CC1=O	.	-2
C[C@@H]1CN([C@@H](C)CO)S(=O)(=O)c2ccc(C#CC3CCCC3)cc2O[C@@H]1CN(C)C(=O)c1cccc(F)c1	-0.6	-3
COc1ccc(S(=O)(=O)N(C)C[C@H]2Oc3ccc(NC(=O)Nc4c(C)noc4C)cc3CC(=O)N([C@@H](C)CO)C[C@@H]2C)cc1	-1.1	.
CCOC(=O)c1cc(NC(=O)CSc2nc3ccccc3[nH]2)ccc1Cl	0.4	15
C[C@@H]1CN([C@@H](C)CO)C(=O)CCCn2nncc2CO[C@H]1CN(C)S(=O)(=O)c1ccc(-c2ccccc2)cc1	-0.8	-6
Cc1noc(C)c1NC(=O)Nc1ccc2c(c1)C(=O)N([C@@H](C)CO)C[C@H](C)[C@@H](CN(C)C(=O)Nc1ccc(F)cc1)O2	-1.4	.
OCC1OC(Oc2cc(O)cc(/C=C/c3ccccc3)c2)C(O)C(O)C1O (centres undefined)	0.7	.
Cc1ccc(S(=O)(=O)N(C)C[C@@H]2Oc3ccc(NS(=O)(=O)c4cccs4)cc3C(=O)N([C@@H](C)CO)C[C@@H]2C)cc1	-1.1	.
COC(=O)[C@H](Cc1ccccc1)N1CC(C)(OC)O[C@@H](Cc2ccccc2)[C@H]1/C=C/C1CC1 (some centres undefined)	.	25
Cc1ccc(S(=O)(=O)N(C)C[C@H]2OCCCC[C@H](C)Oc3ccc(NS(=O)(=O)c4c(C)noc4C)cc3C(=O)N([C@@H](C)CO)C[C@@H]2C)cc1	-0.2	.
COc1ccc(NC(=O)Nc2ccc3c(c2)C(=O)N([C@@H](C)CO)C[C@H](C)[C@H](CN(C)S(=O)(=O)c2cn(C)cn2)O3)cc1	0.0	.
CC(C)NC(=O)N(C)C[C@H]1OCCCC[C@@H](C)Oc2ccc(NS(=O)(=O)c3ccc(F)cc3)cc2C(=O)N([C@H](C)CO)C[C@H]1C	2.3	.
Cc1ccc(S(=O)(=O)N(C)C[C@H]2OCCCC[C@H](C)Oc3ccc(NS(=O)(=O)c4ccc(Cl)cc4)cc3C(=O)N([C@H](C)CO)C[C@H]2C)cc1	0.0	.
C[C@H](CO)N1C[C@H](C)[C@H](CN(C)Cc2ccc(Cl)c(Cl)c2)Oc2ccc(NS(=O)(=O)c3ccc(F)cc3)cc2C1=O	4.5	.
O=C(NO)c1ccc(C(=O)N/N=C/c2ccc(F)cc2)cc1	0.4	-1
C[C@H](O)C#Cc1ccc2c(c1)O[C@@H](CN(C)C(=O)CN(C)C)[C@@H](C)CN([C@H](C)CO)S2(=O)=O	-0.1	15
CC(=O)N(C)C[C@H]1Oc2cc(-c3cccnc3)ccc2S(=O)(=O)N([C@@H](C)CO)C[C@@H]1C	-0.2	.
O=C(N/N=C/c1cccnc1)c1ccccc1O	.	-11
C[C@@H]1CN([C@@H](C)CO)C(=O)Cc2cc(NC(=O)Cc3ccccc3)ccc2O[C@H]1CN(C)C(=O)Nc1ccc(F)cc1	-0.1	.
C[C@H]1CN([C@@H](C)CO)C(=O)Cc2cc(NC(=O)Cc3ccccc3)ccc2O[C@@H]1CN(C)C(=O)NC1CCCCC1	1.2	8
Cc1noc(C)c1NC(=O)Nc1cccc2c1O[C@H](CN(C)S(=O)(=O)c1ccc(Cl)cc1)[C@@H](C)CN([C@@H](C)CO)C2=O	3.2	.
CC(=O)N(C)C[C@H]1Oc2cc(-c3cccnc3)ccc2S(=O)(=O)N([C@H](C)CO)C[C@@H]1C	1.2	-1
O=C(CSc1n[nH]c(-c2ccco2)n1)N1c2ccccc2Sc2ccccc21	-0.3	4
COCC#Cc1ccc2c(c1)O[C@@H](CN(C)C(=O)Nc1ccccc1F)[C@@H](C)CN([C@@H](C)CO)S2(=O)=O	-1.2	-4
CN(CCO)c1ccc(/C=N/NC(=O)c2ccccn2)cc1	-0.2	12
CNC[C@H]1OCc2ccccc2-c2ccccc2C(=O)N([C@@H](C)CO)C[C@@H]1C	-0.6	4
COCC(=O)Nc1ccc2c(c1)[C@H]1C[C@H](CC(=O)NCc3ccccc3)O[C@@H](CO)[C@H]1O2	-0.7	8
O=C(NCC[C@@H]1CC[C@@H](NC(=O)C2CCOCC2)[C@@H](CO)O1)Nc1ccc(Cl)cc1	0.1	1
C[C@@H]1CN([C@H](C)CO)C(=O)c2cc(C#CCC3CCCC3)cnc2O[C@H]1CN(C)Cc1ccccn1	-0.6	.
COc1ccc(NC(=O)C(C)N(c2ccc(C)c(C)c2)S(C)(=O)=O)cc1Cl (centres undefined)	-0.5	-7
CC(=O)N(C)C[C@@H]1Oc2ncc(-c3cccc(C#N)c3)cc2C(=O)N([C@@H](C)CO)C[C@@H]1C	0.2	.
C[C@@H]1CN([C@H](C)CO)C(=O)c2cc(NS(C)(=O)=O)ccc2O[C@@H](C)CCCCO[C@@H]1CN(C)C(=O)C1CCCCC1	3.9	-3
Cc1noc(C)c1S(=O)(=O)Nc1ccc2c(c1)C(=O)N([C@@H](C)CO)C[C@@H](C)[C@@H](CN(C)S(=O)(=O)c1ccc(Cl)cc1)O2	7.9	.
COc1ccccc1NC(=O)C1=C(C)Nc2ncnn2C1c1ccc(C(=O)O)cc1 (centres undefined)	0.4	1

Four records picked at random from the list so far:
molecule	IDH1 R132H inh	PRC2 inh
COc1ccccc1NC(=O)C1=C(C)Nc2ncnn2C1c1ccc(C(=O)O)cc1 (centres undefined)	0.4	1
Cc1noc(C)c1S(=O)(=O)Nc1ccc2c(c1)C(=O)N([C@@H](C)CO)C[C@@H](C)[C@@H](CN(C)S(=O)(=O)c1ccc(Cl)cc1)O2	7.9	.
Cc1noc(C)c1NC(=O)Nc1cccc2c1O[C@H](CN(C)S(=O)(=O)c1ccc(Cl)cc1)[C@@H](C)CN([C@@H](C)CO)C2=O	3.2	.
COCC(=O)Nc1ccc2c(c1)[C@H]1C[C@H](CC(=O)NCc3ccccc3)O[C@@H](CO)[C@H]1O2	-0.7	8

(listing goes on)
molecule	IDH1 R132H inh	PRC2 inh
C[C@@H]1CN([C@@H](C)CO)C(=O)c2cccc(NS(=O)(=O)c3ccccc3)c2O[C@H]1CN(C)Cc1ccc(Cl)c(Cl)c1	-2.3	-8
N#Cc1c(NC(=O)c2ccc(Cn3cc(Br)cn3)o2)sc2c1CCCCCC2	0.3	39
CCNC(=O)c1cc2c(c(-c3cccc(-c4cccc(F)c4)c3)n1)[C@@H](CCO)N([S@](=O)C(C)(C)C)C2	0.2	-4
C[C@H]1CN([C@@H](C)CO)C(=O)c2cccc(NC(=O)C3CC3)c2O[C@@H]1CN(C)CC1CCCCC1	24	.
Cc1cc(C(=O)Nc2cccc3c2O[C@@H](CN(C)S(=O)(=O)c2c(C)noc2C)[C@@H](C)CN([C@H](C)CO)C3=O)n(C)n1	0.6	.
C[C@@H]1CN([C@@H](C)CO)C(=O)c2cc(NS(C)(=O)=O)ccc2O[C@@H](C)CCCCO[C@@H]1CN(C)C(=O)Cc1ccccc1	-0.9	-2
C[C@H](CO)N1C[C@H](C)[C@H](CN(C)C(=O)Nc2ccc(F)cc2)Oc2ccc(NC(=O)Cc3ccccc3)cc2CC1=O	-0.7	.
CCCN(C)C[C@@H]1Oc2cc(-c3cccc(OC)c3)ccc2S(=O)(=O)N([C@H](C)CO)C[C@@H]1C	0.0	.
CC(C)NC(=O)Nc1cccc2c1O[C@H](CN(C)Cc1ccc(C(F)(F)F)cc1)[C@H](C)CN([C@@H](C)CO)C2=O	5.1	.
Cc1cc2c(c(Sc3ccccc3)n1)C(=O)OC2	-1.9	4
C[C@@H]1CN([C@@H](C)CO)C(=O)c2cccc(NC(=O)Nc3ccc4c(c3)OCO4)c2O[C@H]1CN(C)Cc1ccc2c(c1)OCO2	-0.1	-1
CCC(=O)N[C@@H]1C=C[C@@H](CC(=O)NCc2ccc(OC)cc2)O[C@H]1CO	0.1	0
C[C@@H]1CN([C@H](C)CO)S(=O)(=O)c2ccc(C#Cc3cccc(F)c3)cc2O[C@@H]1CN(C)C(=O)CN1CCOCC1	-2.9	-7&-8
C[C@H](CO)N1C[C@H](C)[C@H](CN(C)CC2CCOCC2)Oc2ncc(C#Cc3ccccc3)cc2C1=O	-0.1	.
CC(C)NC(=O)N(C)C[C@@H]1Oc2cc(C#CCN(C)C)ccc2S(=O)(=O)N([C@@H](C)CO)C[C@@H]1C	-1.4	-2
C[C@@H]1CN([C@@H](C)CO)S(=O)(=O)c2ccc(C#CC(C)(C)O)cc2O[C@@H]1CN(C)C	3.6	16
C[C@@H]1CCCCO[C@@H](CN(C)C(=O)CCCN(C)C)[C@H](C)CN([C@H](C)CO)C(=O)c2cc(NC(=O)c3ccccc3)ccc2O1	.	6
CCCNC(=O)C[C@H]1C[C@H]2c3cc(NC(=O)c4ccc5c(c4)OCO5)ccc3O[C@H]2[C@H](CO)O1	-0.1	-11
C[C@H]1CN([C@@H](C)CO)C(=O)c2cccc(NS(=O)(=O)c3ccccc3)c2O[C@@H]1CN(C)Cc1ccc(-c2ccccc2)cc1	0.5	.
C[C@H](CO)N1C[C@H](C)[C@H](CN(C)Cc2ccccc2)Oc2c(NC(=O)Nc3ccc4c(c3)OCO4)cccc2C1=O	.	-3
Cc1noc(C)c1S(=O)(=O)N(C)C[C@H]1OCCCC[C@H](C)Oc2ccc(NC(=O)CCC(F)(F)F)cc2C(=O)N([C@@H](C)CO)C[C@@H]1C	1.7	.
COc1ccc(S(=O)(=O)Nc2cccc3c2O[C@H](CN(C)S(=O)(=O)c2cn(C)cn2)[C@@H](C)CN([C@H](C)CO)C3=O)cc1	-3.8	.
COC(=O)Cc1c(C)nc2nc(NCc3c(F)cccc3Cl)[nH]n2c1=O	-0.1	0
CCOC(=O)c1nc(C)sc1-c1ccnn1S(=O)(=O)c1ccccc1C(F)(F)F	-1.3	11
C#Cc1ccc([C@H]2C=C(C(=O)NCc3ccccc3)O[C@@H](OCC)[C@@H]2CCCO)cc1	.	0
C/C=C/c1cnc2c(c1)C(=O)N([C@@H](C)CO)C[C@@H](C)[C@H](CN(C)C(=O)C1CC1)O2	-0.3	4
C[C@H]1CN([C@@H](C)CO)C(=O)c2cccc(NS(=O)(=O)c3ccccc3)c2O[C@H]1CN(C)Cc1ccc(Cl)c(Cl)c1	-1.0	-19
COCC(=O)Nc1ccc2c(c1)[C@@H]1C[C@@H](CC(=O)NC3CCCCC3)O[C@@H](CO)[C@@H]1O2	3.3	8
CO[C@H]1CN(C)C(=O)c2cc(NC(C)=O)ccc2OC[C@H](C)N(C(=O)c2ccncc2)C[C@H]1C	0.2	-2
CO[C@@H]1CN(C)C(=O)c2ccc(NS(=O)(=O)c3ccccc3C)cc2OC[C@H](C)N(S(C)(=O)=O)C[C@H]1C	-0.1	0
C[C@@H]1CN([C@@H](C)CO)C(=O)c2cc(NC(=O)C3CC3)ccc2O[C@H]1CN(C)Cc1ccc(C(F)(F)F)cc1	.	1
C[C@@H](NC(=O)C[C@H]1C=C[C@H](NC(=O)Nc2ccc3c(c2)OCO3)[C@H](CO)O1)c1ccccc1	0.1	-4
Cc1nn(Cc2ccc(F)cc2)c(C)c1NC(=O)C1CC(c2cccc(Br)c2)=NO1 (centres undefined)	0.6	-4

Arranged by formula weight (lowest first): three of the compounds above.
molecule	IDH1 R132H inh	PRC2 inh
CCCNC(=O)C[C@H]1C[C@H]2c3cc(NC(=O)c4ccc5c(c4)OCO5)ccc3O[C@H]2[C@H](CO)O1	-0.1	-11
C[C@H]1CN([C@@H](C)CO)C(=O)c2cccc(NS(=O)(=O)c3ccccc3)c2O[C@@H]1CN(C)Cc1ccc(-c2ccccc2)cc1	0.5	.
C[C@@H]1CCCCO[C@@H](CN(C)C(=O)CCCN(C)C)[C@H](C)CN([C@H](C)CO)C(=O)c2cc(NC(=O)c3ccccc3)ccc2O1	.	6

Assay outcomes deposited in PubChem BioAssay by Broad Institute.
